Assay outcomes as filed in PubChem BioAssay.
PfHsp90 set2: growth inhibition of yeast expressing Plasmodium Hsp90. inhibition, % at 9.4 µM. S. cerevisiae expressing PfHsp90, BacTiter-Glo ATP, 48 h; yeast lacking PDR1 and PDR3 efflux regulators. 310,000 tested, 0.32% active. AID 504621;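 active means every replicate shows inhibition above about 80%, whatever the replicate mean, limit read from the data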;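 further: 0% = DMSO neutral controls and 100% = 20 µM radicicol positive controls; yeast relying on Plasmodium falciparum Hsp90 in place of its own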
HTR5A inv ag: inverse agonist of human HTR5A in OPRM1-OPRD1 counter-screen; 340,000 tested, 0.083% active; HTR5A cell line, luminescence, inverse agonism; inhibition, % at 9.3 µM; P47898; in the data active means inhibition mostly above about 23%, no sharp cut-off; inactive means mostly below about 18%;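 further: 0% = cells with DMSO and 100% = no-cell wells with DMSO; some compounds called inactive have numbers as strong as hits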
Pemphigus Ab inh: blocks pemphigus antibody binding to human desmoglein-3; P32926; DSG3-coupled beads, scFv-anti-DSG3-GFP binding, flow cytometry; hits give low values; binding (percent of control), % at 10 µM; 310,000 tested, 0.48% active;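 active means binding more than 3 SD below its plate's average and above zero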;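 further: hits lower antibody fragment binding to DSG3; some compounds called inactive have numbers as strong as hits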
HTR5A ag: HTR5A agonism, opioid heterodimer counter-screen; P47898; HTR5A agonist assay, luminescence, cell-based; activation, % at 9.3 µM; 340,000 tested, 0.61% active; AID 504692; in the data active means activation mostly above about 9.5%, no sharp cut-off; inactive means mostly below about 7.6%;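 further: 0% = cells with vehicle only and 100% = reference agonist; strong numbers were not always called active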
PKA-R1A act: activators of PKA-R1A complex | PKA-R1A dissociation, Cy5-IP20 fluorescence polarization; scaled: DMSO 0%, 113 µM cGMP 100% | 340,000 tested, 0.083% active | AID 504707 | activation, % at 11.4 µM | P00514+P68181;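 active means percent activation above the mean of all tested compounds plus 3 SD, cut at about 19% in these data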;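 further: higher means more PKAc released from R1A so a rise in polarization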
Mot1-301 SUMO: SUMOylation pathway inhibition by Mot1-301 growth rescue; growth rescue, % at 18.8 µM; S. cerevisiae Mot1-301 growth rescue, ATP luminescence, 38.5C; percent above DMSO median, 100 means doubled; 320,000 tested, 1% active;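 active means every valid replicate shows activation above 250% relative to neutral control wells; inactive means the rest, any valid replicate at or below 250%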;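 further: OY570 slx delta 5 strain wells were the positive control but not used for scaling; some compounds called inactive have numbers as strong as hits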
OPRM1-OPRD1 ag: agonists of human mu-delta opioid receptor heterodimerization; cells, OPRM1-OPRD1 heterodimerization, luminescence; activation, % at 9.3 µM; 340,000 tested, 0.3% active; AID 504326; in the data active means activation above about 18%;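 further: 0% = vehicle-treated cells and 100% = reference agonist; values of inactives mirror those of a sister screen read the other way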
Target sequence (P35372 whole entry, looked up): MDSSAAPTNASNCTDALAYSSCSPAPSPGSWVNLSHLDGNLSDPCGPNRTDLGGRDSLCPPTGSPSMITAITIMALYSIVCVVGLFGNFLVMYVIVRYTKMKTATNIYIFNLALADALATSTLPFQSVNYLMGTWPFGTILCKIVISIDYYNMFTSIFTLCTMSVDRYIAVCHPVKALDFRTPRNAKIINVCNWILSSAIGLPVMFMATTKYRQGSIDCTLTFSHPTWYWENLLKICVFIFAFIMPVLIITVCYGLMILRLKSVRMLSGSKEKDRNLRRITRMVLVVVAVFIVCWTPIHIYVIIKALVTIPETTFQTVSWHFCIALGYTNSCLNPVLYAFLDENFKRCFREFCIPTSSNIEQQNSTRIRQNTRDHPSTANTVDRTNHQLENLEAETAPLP
Target sequence (P41143 whole entry, looked up): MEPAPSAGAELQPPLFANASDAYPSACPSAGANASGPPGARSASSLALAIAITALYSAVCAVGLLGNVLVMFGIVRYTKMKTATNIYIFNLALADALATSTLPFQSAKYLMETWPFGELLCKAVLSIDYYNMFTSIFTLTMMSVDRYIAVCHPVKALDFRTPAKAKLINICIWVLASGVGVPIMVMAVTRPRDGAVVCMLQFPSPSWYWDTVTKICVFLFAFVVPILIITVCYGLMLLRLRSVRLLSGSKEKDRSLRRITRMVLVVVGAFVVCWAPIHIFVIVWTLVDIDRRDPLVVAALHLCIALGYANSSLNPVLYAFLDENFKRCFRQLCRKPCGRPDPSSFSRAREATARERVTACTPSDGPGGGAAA
phage Ecoli inh: E. coli growth loss with phage present | AID 651602 | 360,000 tested, 0.26% active | growth absorbance | inhibition, % at 11.9 µM; in the data active means inhibition above about 11%
AddAB inh: less growth of phage-infected E. coli with AddAB; E. coli expressing H. pylori AddAB, absorbance growth; inhibition, % at 11.9 µM; 330,000 tested, 0.29% active; in the data active means inhibition above about 12%;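 further: 0% = vehicle wells of infected cells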
Ecoli viability: counter-screen for AddAB inhibitors: E. coli growth inhibition. inhibition, % at 11.9 µM. E. coli V3065 growth, OD600 absorbance, 18 h. 330,000 tested, 0.27% active;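 active means inhibition above the campaign's mean inhibition across all tested compounds plus 3 SD, cut at about 9.9% in these data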;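 further: uninfected addAB+ strain grown without phage in ampicillin broth; 0% = DMSO wells and 100% = ciprofloxacin 0.95 µg/ml wells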
MOR-DOR inv ag: inverse agonist of human OPRM1-OPRD1 heterodimerization; P35372+P41143; cell-based MOR-DOR heterodimer luminescence, inverse agonism; inhibition, % at 9.3 µM; 340,000 tested, 0.21% active; AID 504357; in the data active means inhibition above about 22%, passing the limit was not always enough;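 further: 0% = cells with DMSO and 100% = wells without cells with DMSO; values of inactives mirror those of a sister screen read the other way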
Numbers without * were called inactive; . = not tested or not shown. This is a subset; the hit share may differ from the screen's.

SMILES	PfHsp90 set2	HTR5A inv ag	Pemphigus Ab inh	HTR5A ag	PKA-R1A act	Mot1-301 SUMO	OPRM1-OPRD1 ag	phage Ecoli inh	AddAB inh	Ecoli viability	MOR-DOR inv ag
COc1ccc(Br)cc1CNCCc1ccc2c(c1)OCO2	15	16	116	5	1	-9	-2.1	4.7	4.5	0.5	11
Brc1ccccc1CNCCc1ccc2c(c1)OCO2	16	9	115	-2	-9	-34	0.9	3.3	4.8	-0.3	-4
C=C[C@H]1CN2CC[C@H]1C[C@@H]2[C@@H](O)c1ccnc2ccccc12	25	-6	114	2	7	-6	-0.7	6.1	-0.1	0.2	4
CC(=O)Nc1ccc(OCCF)cc1	-3	2	101	-1	-8	14	-1.0	4.1	-0.2	-0.4	6
COc1cc(C(=O)N/N=C/C23CC[C@@H](O)CC2(O)CC[C@@H]2[C@@H]3CCC3(C)C(C4=CC(=O)OC4)CCC23O)ccc1O (some centres undefined)	7	-22	100	7	-3	-23	6.4	1.1	-0.5	2.1	-34
Cn1c(O)c(/C=C/C=Nc2ccccc2)c(=O)n(C)c1=S	14	-23	.	2	-10	-1	-1.6	0.9	2.1	-2.9	9
Cn1cc(C(=O)N2CCCCC2)c2ccccc21	27	-7	106	3	16	316	0.6	-0.3	0.4	1.5	-3
Cn1cccc1C1CCCN1CC(=O)Nc1ccc(C#N)c(Cl)c1 (centres undefined)	-6	6	126	-1	-13	3	-2.9	3.0	0.2	-0.7	15
Cc1ccc(N2C(=O)NC(=O)/C(=C\c3cnc(-c4ccccc4)nc3)C2=O)cc1	7	-10	101	-2	9	-3	-0.6	3.4	4.0	-0.9	3
CC(=NCc1cccnc1)c1c(O)n(-c2ccc(C)cc2)c(=O)[nH]c1=O	1	-8	99	3	-1	-3	1.5	0.7	0.3	0.3	-7
CCCOC(=O)C1C2c3ccccc3C(c3ccccc32)C1C(=O)O (centres undefined)	9	2	84	-1	-14	-11	-3.6	3.2	3.2	-0.8	18
CC1(C)C2CC=C(CN3CCOCC3)C1C2 (centres undefined)	-14	-19	.	2	1	0	-1.5	4.1	-0.7	0.3	8
Cc1cc(C(=O)Nc2ccccc2)nn1C(C)(C)C	-5	-4	101	-1	5	-1	-2.8	0.4	2.4	5.4	14
CCOC(=O)c1c(C)n(Cc2ccccc2)c2ccc(OCC(O)Cn3nc(C)nc3C)cc12 (centres undefined)	2	-19	97	7	-12	306	-3.2	-1.0	1.2	-0.9	18
O=c1cccc2n1CC1CC2CN(c2ncnc3c2cnn3-c2ccccc2)C1 (centres undefined)	6	6	103	-2	0	10	-0.4	-1.4	0.3	-2.8	2

Next part, starting with the last three of the part before.
SMILES	PfHsp90 set2	HTR5A inv ag	Pemphigus Ab inh	HTR5A ag	PKA-R1A act	Mot1-301 SUMO	OPRM1-OPRD1 ag	phage Ecoli inh	AddAB inh	Ecoli viability	MOR-DOR inv ag
Cc1cc(C(=O)Nc2ccccc2)nn1C(C)(C)C	-5	-4	101	-1	5	-1	-2.8	0.4	2.4	5.4	14
CCOC(=O)c1c(C)n(Cc2ccccc2)c2ccc(OCC(O)Cn3nc(C)nc3C)cc12 (centres undefined)	2	-19	97	7	-12	306	-3.2	-1.0	1.2	-0.9	18
O=c1cccc2n1CC1CC2CN(c2ncnc3c2cnn3-c2ccccc2)C1 (centres undefined)	6	6	103	-2	0	10	-0.4	-1.4	0.3	-2.8	2
CN(C)C(=O)Oc1ccc(OCc2n(C)c3ccccc3[n+]2C)cc1	-21	-2	91	2	-9	6	2.8	4.3	3.0	2.6	-19
COCCCNC(=O)Cn1cc(/C=C2\C(=O)NC(=O)N(c3ccccc3F)C2=O)c2ccccc21	-7	-5	95	1	7	136	1.5	.	0.0	0.8	-7
CC(N)Cc1cn(Cc2ccccc2)c2ccccc12 (centres undefined)	2	-2	102	1	-6	0	-1.1	2.2	4.0	2.1	5
CC12CCC(=O)C=C1CCC1C2C(O)CC2(C)C(O)CCC12 (centres undefined)	.	5	93	-1	-8	.	0.6	1.3	.	.	-3
O=C(O)C1C2c3ccccc3C(=O)C1(C(=O)O)c1ccccc12 (centres undefined)	-5	14	118	-4	6	.	-2.6	0.6	.	.	14
CCOC(=O)c1c(N)n(Cc2ccco2)c2nc3ccccc3nc12	3	4	.	3	-2	3	-4.8	0.6	2.2	1.2	25
CC(C)(C)c1ccc(CN2C(=O)CN=C(c3ccccc3)c3ccccc32)cc1	-50	12	.	4	-2	6	9.6	6.0	1.2	0.2	-52
O=C(Cn1ncc2ccccc21)N1CCC2(CC1)OCCO2	1	8	101	7	0	-11	-1.5	0.8	3.2	0.7	9
COc1ccc(CCNCc2ccncc2)cc1	8	0	84	0	-1	20	-1.2	2.2	0.5	2.1	7
CC12CC[C@H]3[C@@H](CCC4(O)C[C@H](O)CCC34/C=N/NC(=O)Cc3ccccc3)C1(O)CCC2C1=CC(=O)OC1 (some centres undefined)	-7	-18	91	7	-7	6	2.2	1.4	0.0	-0.3	-11
C=CCn1c(O)c(/C(CC)=N/NC(=S)Nc2ccccc2)c(=O)[nH]c1=O	-17	-19	98	-3	-3	102	-1.6	0.5	-1.3	-1.6	8
COc1cccc(NP(=O)(Oc2ccccc2)Oc2ccccc2)c1	0	-20	.	-4	4	-17	0.5	3.4	3.3	0.1	-2
O=C(CCC(=O)N1CCC2(CC1)OCCO2)Nc1nnc(C2CCCCC2)s1	6	10	.	-4	-5	7	-3.1	5.0	2.3	0.1	16
CCN1C(=O)/C(=C/c2ccc3c(c2)CCN3CCCCl)C(=O)NC1=S	8	11	119	7	-11	-9	-0.8	1.6	2.0	-1.8	4
CC(C)CNC(=O)c1c(N)n(Cc2ccc3c(c2)OCO3)c2nc3ccccc3nc12	19	-3	.	0	7	.	0.8	4.2	1.5	-0.9	-5
CC(O)C1C=CC=CC(=O)OC2CC3OC4C5OC5(C)CCC4(COC(=O)C4OC4(C)C(O)CO1)C2(C)C31CO1 (centres undefined)	-4	12	94	-3	3	.	-2.9	2.0	.	.	13
COc1ccc(CCNCc2ccc(F)cc2)cc1OC	-4	-17	99	1	-9	6	-2.1	3.6	0.7	-1.2	12
C=CCn1c(O)c(C(CC)=Nc2ccc(N(C)C)cc2)c(=O)[nH]c1=O	-5	.	97	.	.	13	.	3.1	4.0	1.0	.
CC[N+](C)(CC)CCCCOc1ccc2c(c1)C(=O)c1cc(OCCCC[N+](C)(CC)CC)ccc1-2	-3	-14	102	6	-13	0	-3.5	6.1	9.5	5.4	18
COc1cc(CCN)ccc1O	-6	-15	105	4	11	10	-1.3	3.0	-3.3	-0.7	7
COc1ccc(C(=O)C2CCCN(CCO)C2)c(C)c1 (centres undefined)	11	-12	112	4	-8	-13	2.0	5.5	0.4	-0.1	-10
Cc1nn(Cc2ccccc2)c(Cl)c1C(=O)Nc1ccc(OC(F)(F)F)cc1	-9	-2	108	1	-19	-17	9.7	6.0	0.4	-1.7	-51
N=C1c2ccccc2CN1c1ccc(F)c([N+](=O)[O-])c1	-3	2	101	-1	4	137	-1.1	0.4	1.7	0.7	6
Cc1nnc(SCc2nc3ccccc3c(=O)n2-c2ccccc2Cl)n1N	-23	-47	123	6	-10	-1	-2.8	0.5	-0.6	1.0	13
CCOC(=O)Cn1cc(C(=O)c2ccccc2)c2ccccc21	-7	6	94	-2	-7	0	-1.2	1.9	2.3	2.5	6
O=S(=O)(c1ccc(Cl)cc1Cl)N1CCCC1c1cccnc1 (centres undefined)	1	-4	104	1	1	18	-3.7	2.2	2.0	1.7	19
O=C(Nc1ccc(C(F)(F)F)cc1)OC1CN2CCC1CC2 (centres undefined)	7	1	110	0	3	-13	1.4	6.5	1.4	-1.6	-7
Oc1ccc(Cl)cc1CN1CCN(Cc2ccccc2)CC1	4	11	106	1	-6	-7	5.2	1.9	1.9	0.6	-30
C=CCn1cc(C=C2C(=O)NC(=O)NC2=O)c2ccccc21	5	3	197	-1	-9	-9	1.4	0.6	0.7	0.7	-7
O=C1NC(=O)C(=Cc2ccc(-c3ccc(F)cc3O)o2)C(=O)N1	.	-10	102	2	5	13	-1.5	2.7	2.9	0.2	8
CCN(CC)C(=O)c1ccc(NC(=O)COc2ccc(-c3nn(C)c(=O)c4ccccc34)cc2)cc1	14	-20	108	5	0	-6	3.2	1.2	2.3	-3.2	-27
CN1CCCC1C(O)(c1ccccc1)c1ccccc1 (centres undefined)	-7	0	112	5	-7	8	0.7	0.7	3.3	1.7	-3
O=C(CN1CCN(Cc2cccc(Cl)c2)C1=O)N1CCC2(CC1)OCCO2	-3	-17	115	-2	-7	3	-2.8	1.4	1.6	0.3	13
O=c1[nH]c(=S)n(-c2ccc(F)cc2)c(O)c1/C=N/N1CCOCC1	-17	5	96	2	3	-6	-2.2	1.9	-0.1	1.7	11
COC(=O)c1ccc(N2CCN(C)CC2)c([N+](=O)[O-])c1	8	-4	104	1	-2	5	-2.6	4.9	4.1	1.3	15
FC(F)(F)C1=NC(C(F)(F)F)=NP(N2CCOCC2)(N2CCOCC2)=N1	8	-7	107	6	2	-8	-2.3	1.9	1.4	0.8	13
O=C(O)C12C3CCCC1C32c1ccccc1 (centres undefined)	.	-6	94	-1	3	-7	-1.6	3.3	0.3	-0.4	8
COc1ccc(C2=NS(=O)(=O)N(C)C(C(=O)N3CCC4(CC3)OCCO4)=C2)cc1OC	-18	-2	93	1	-3	188	0.5	1.6	1.0	0.4	-2
CCOc1ccccc1N=C1SCCCN1C	.	-3	100	0	4	-8	-2.4	0.6	1.4	-2.1	12
CCOc1ccc2nc(N3CCC(C(=O)N4CCC5(CC4)OCCO5)CC3)sc2c1	.	-11	104	3	-12	7	3.0	2.9	-0.2	-1.4	-18
Cc1ccc(N2C(=O)NC(=O)/C(=C\C=C\c3ccco3)C2=O)cc1	-18	-28	103	4	8	0	0.1	0.5	2.6	-0.7	-1
Cc1ccc2c(c1)N(C(=O)CCC(=O)N1CCC3(CC1)OCCO3)CCO2	7	-2	105	-5	2	6	-3.0	3.8	1.6	0.5	15
Fc1ccc(CCNCc2cccc(Cl)c2)cc1	-1	-2	103	1	13	-5	8.3	2.8	3.0	3.0	-52
O=C(NCCCN1CC1)Nc1cccc2ccccc12	0	-13	.	3	4	.	0.4	0.7	.	.	-2
O=C1CC(N2CCC(n3c(=O)[nH]c4ccccc43)CC2)C(=O)N1Cc1ccccc1 (centres undefined)	-9	.	107	.	-5	-11	.	3.6	2.9	0.0	.
COC(=O)C1=C(c2cc3ccccc3o2)C[C@@H]2CC[C@H]1N2C(=O)NCCNC(C)=O	-3	-28	104	10	-7	-2	-1.7	2.9	2.4	-1.2	10
NCCCC(=O)OC1N=C(c2ccccc2Cl)c2cc(Br)ccc2NC1=O (centres undefined)	10	4	98	-1	-2	-7	-1.1	1.7	-0.5	-1.8	6
